Compound activity deposited in PubChem BioAssay by several laboratories.
STAT1 inh: reduces IFN-gamma driven STAT1 reporter signal | inhibition, % at 5.5 µM | 200,000 tested, 0.35% active | AID 920 | NIH 3T3 STAT1-luciferase reporter, luminescence;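 active = inhibition above a set limit, the mean inhibition across all tested compounds plus 3 SD, cut at about 34% in these data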;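 note: 0% = IFN-gamma with DMSO and 100% = IFN-gamma with 300 µM nifuroxazide; values of inactives mirror those of a sister screen read the other way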
STAT3 blocker: reduces IL-6 driven STAT3 reporter signal; U3A cells, IL-6 STAT3-luciferase reporter, luminescence; host cell line lacks STAT1; 190,000 tested, 0.89% active; inhibition, % at 5.5 µM; AID 862;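 active = inhibition above the mean inhibition across all screened compounds plus 3 SD, cut at about 44% in these data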;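 note: 0% = DMSO only wells and 100% = 100 µM nifuroxazide control wells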
TLR4-MyD88 BLA: TLR4-MyD88 interaction inhibition in cells; 200,000 tested, 0.18% active; O00206+Q99836; HeLa CL3-4 TLR4/MyD88 BLA complementation, FRET ratio; inhibition, % at 8.4 µM; in the data active = inhibition above about 25%;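 note: 0% = vehicle and 100% = reference inhibitor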
Target sequence (O00206 whole entry, looked up): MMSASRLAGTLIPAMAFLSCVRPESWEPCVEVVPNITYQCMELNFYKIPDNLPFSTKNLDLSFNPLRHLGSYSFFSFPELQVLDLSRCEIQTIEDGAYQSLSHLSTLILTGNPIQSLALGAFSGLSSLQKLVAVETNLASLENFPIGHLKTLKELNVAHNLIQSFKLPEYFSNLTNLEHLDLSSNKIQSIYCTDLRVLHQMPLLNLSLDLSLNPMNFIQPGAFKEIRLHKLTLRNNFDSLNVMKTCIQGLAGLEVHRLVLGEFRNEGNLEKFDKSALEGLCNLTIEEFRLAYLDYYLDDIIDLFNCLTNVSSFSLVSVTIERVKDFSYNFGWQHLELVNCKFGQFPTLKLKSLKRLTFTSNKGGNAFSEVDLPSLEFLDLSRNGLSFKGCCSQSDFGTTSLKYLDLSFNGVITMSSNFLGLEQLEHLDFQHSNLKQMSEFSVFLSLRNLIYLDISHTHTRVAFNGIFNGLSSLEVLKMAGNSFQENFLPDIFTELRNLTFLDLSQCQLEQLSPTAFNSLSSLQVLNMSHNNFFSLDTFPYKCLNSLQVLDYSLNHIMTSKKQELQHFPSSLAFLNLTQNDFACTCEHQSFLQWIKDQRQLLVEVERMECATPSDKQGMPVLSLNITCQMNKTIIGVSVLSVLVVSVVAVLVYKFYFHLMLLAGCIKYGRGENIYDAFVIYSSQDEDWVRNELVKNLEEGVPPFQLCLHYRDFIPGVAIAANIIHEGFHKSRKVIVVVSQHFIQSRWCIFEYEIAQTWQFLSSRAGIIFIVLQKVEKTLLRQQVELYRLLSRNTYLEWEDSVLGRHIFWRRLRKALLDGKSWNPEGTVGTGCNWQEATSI
Target sequence (Q99836 whole entry, looked up): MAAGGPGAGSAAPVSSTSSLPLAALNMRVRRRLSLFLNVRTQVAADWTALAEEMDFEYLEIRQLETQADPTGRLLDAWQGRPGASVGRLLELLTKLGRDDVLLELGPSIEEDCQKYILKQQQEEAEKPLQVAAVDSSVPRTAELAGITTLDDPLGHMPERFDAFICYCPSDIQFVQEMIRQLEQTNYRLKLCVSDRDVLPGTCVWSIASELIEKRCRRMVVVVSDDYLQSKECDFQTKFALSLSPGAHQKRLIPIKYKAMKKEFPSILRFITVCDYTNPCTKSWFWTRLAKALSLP
PPARg SRC1 recr: agonists of human PPARgamma SRC-1 coactivator recruitment. P37231. PPARgamma-SRC-1 coactivator recruitment biochemical assay. activation, % at 8 µM. 200,000 tested, 0.41% active. AID 631; in the data active = activation above about 19%;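 note: 0% = DMSO and 100% = reference agonist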
ROMK mod: human ROMK K+ channel modulation, primary screen; B-score at 10 µM; P48048; Tet-inducible ROMK, thallium flux fluorescence; actives lie on both sides; 130,000 tested, 2% active;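 active = signal ratio slope over the read window, or its plate-corrected B-score, at least 3 SD from the plate mean, either direction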;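 note: B-score of the F/F0 ratio slope over 7 to 12 s after thallium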
SRC2 TRFRET art: counter-screen for PPARgamma SRC-2 recruitment agonists: TR-FRET artefact. active compounds read high. 200,000 tested, 0.4% active. AID 1049. TR-FRET ratio at 8 µM; in the data active = TR-FRET ratio above about 2000; note: inactives centre near 1500
S1P3 antagonist: blocks the human S1P3 receptor. Q99500. CHO S1P3 NFAT-BLA reporter, FRET fluorescence, antagonist mode. inhibition, % at 4.98 µM. 170,000 tested, 0.27% active. AID 485;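 active = inhibition above the plate cutoff, the mean inhibition of test wells on that plate plus 3 SD, cut at about 28% in these data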;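 note: cells challenged with S1P at its EC80 of 0.8 µM; blue over green emission ratio from cleaved BLA substrate after 4 h stimulation; 0% = S1P-stimulated wells and 100% = unstimulated DMSO-only wells; some compounds past the cut are filed as inactive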
STAT3 act: STAT3 signaling activation; U3A cells, IL-6 STAT3-luciferase reporter, luminescence; 100% = signal with IL-6 EC80 alone; activation (% of control), % at 5.6 µM; 190,000 tested, 0.91% active; AID 871;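 active = activation above the screen-wide mean of compound activation plus 3 SD, cut at about 130% in these data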;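 note: 0% = background luminescence of wells with medium and substrate only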
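Material: STAT3-luciferase reporter U3A cells. Controls: IL-6-treated wells, 100% activation. Read-out: % activation versus median of IL-6-stimulated wells. Probe or stimulus: IL-6 stimulus at 33 ng/mL final. Timing: compound 1 h, then IL-6 6 h at 37 °C. Signal: reporter luminescence signal.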
PPARg SRC2 recr: agonists of SRC-2 recruitment by human PPARgamma. P37231. PPARgamma LBD-SRC-2 recruitment, biochemical. activation, % at 8 µM. 200,000 tested, 0.34% active. AID 1032; in the data active = activation above about 22%;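 note: 0% = vehicle and 100% = reference agonist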
RAM inhibit: yeast RAM network inhibition; S. cerevisiae dse1pr::URA3 reporter, 5-FOA growth OD615, 2 d; analog-sensitive cbk1-as2 kinase mutant strain; inhibition, % at 50 µM; 190,000 tested, 1.8% active; AID 868;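 active = inhibition above a set limit, 3 SD over mean compound inhibition, cut at about 8.4% in these data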;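 note: 0% = DMSO-only wells with no growth and 100% = 10 µM 1-NA-PP1 full growth; inhibition rescues growth on 5-FOA so higher OD means more RAM inhibition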
PPARg SRC-3 ag: promotes SRC-3 coactivator recruitment by human PPARgamma | activation, % at 8 µM | 200,000 tested, 0.26% active | biochemical PPARgamma/SRC-3 coactivator recruitment assay | P37231; in the data active = activation above about 23%;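 note: 0% = DMSO and 100% = reference agonist; some compounds past the cut are filed as inactive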
* = called active by the depositor; / = not tested or not shown. Rows are unselected; 5.6% or so of the library scored in one or more.

Results follow in this order: S1P3 antagonist, STAT1 inh, STAT3 act, ROMK mod, TLR4-MyD88 BLA, SRC2 TRFRET art, RAM inhibit, PPARg SRC2 recr, STAT3 blocker, PPARg SRC1 recr, PPARg SRC-3 ag
> C/C(=N/OCO/N=C(/C)c1ccc(F)cc1)c1ccc(F)cc1
  -4, -1, 102, /, -9, 1420, 7.6, -2, 3, 2, 4
> Clc1cccc(N2CCN(Cc3nc(-c4ccccc4)no3)CC2)c1
  -8, 7, 110, /, -1, 1625, 3.2, 11, -7, -1, 6
> Cc1ccc(CC(=O)Nc2cccc(C#N)c2)cc1
  8, 7, 92, 0.19, -1, 1511, -0.5, 8, 11, 10, 5
> O=C(CSc1nc(-c2ccco2)cc(C(F)(F)F)n1)N1CCSCC1
  5, 1, 87, /, -5, 1406, 1.4, 1, 17, -1, -20
> Cc1ccccc1OCc1nc2c3cnn(C)c3ncn2n1
  /, -44, 106, /, 3, 1388, 1.4, -5, -5, 0, -6
> COc1ccc2oc(=O)c(-c3nnc(NCc4ccco4)s3)cc2c1
  43, -12, 106, -0.0061, 12, 1413, 0.4, -6, -3, 1, -3
> CNC(=S)N1N=C(c2ccc(C)cc2)CC1c1ccc(OC)c(OC)c1 (configuration not stated)
  -5, -3, 98, -0.42, 4, 1450, 2.7, -1, 6, 0, 1
> CC(=O)Oc1ccc(-c2cccc(C(=O)OCC(=O)Nc3ccccc3Oc3ccccc3)c2)cc1
  1, -5, 102, /, 0, 1596, 5.8, 8, -6, 7, 4
> CCOC(=O)CNC(=O)CN1C(=O)CCSc2ccccc21
  -9, 4, 99, /, -1, 1386, 0.1, 5, 7, 4, -8
> O=C(O)C(Cc1ccccc1)N=Cc1c(O)c2ccccc2oc1=O (configuration not stated)
  -16, 41*, 95, -0.052, 13, 1485, 2.6, -3, 10, -2, -2
> O=C(CCc1nc2ccccc2s1)OCc1ccccc1F
  -16, -2, 101, /, -2, 1397, -2.1, -1, -6, -3, -2
> CSc1nc(Oc2ccc(=O)n(C)n2)nc(N(C)C)n1
  /, 9, 98, /, -5, 1696, 1.5, 6, 6, 3, -12
> CS(=O)(=O)N(CC(=O)N1CCN(c2ccccc2)CC1)c1cc(C(F)(F)F)ccc1Cl
  /, 3, 103, -0.27, 0, 1699, -0.5, 12, -4, -1, 1
> CC(C)C(=O)Nc1c2c(nc3c1CCC3)CCCC2
  -7, 2, 94, /, 0, 1676, -0.1, 5, 17, -1, 1
> Cc1ccccc1-c1ccc(=O)n(CC(=O)Nc2ccc(C(=O)N3CCCC3)cc2)n1
  /, -1, 108, /, -9, 1584, 1.1, 8, -5, 1, -8
> CCOC(=O)c1cnn(-c2ccccc2)c1NC(=O)CCl
  0, 10, 101, 0.95, -5, 1409, 0.7, -2, 2, -3, -4
> COCCOC(=O)C1=C(C)NC(=O)NC1C1CC=CCC1 (configuration not stated)
  -7, -3, 103, -0.2, 2, 1526, 0.0, 5, 1, 6, -2
> COc1ccccc1CNc1ccc(C(=O)O)cc1
  /, 6, 104, /, -11, 1704, -0.8, 3, -2, 3, -4
> CC1CCC/C(=N\NC(=O)c2ccncc2)C1 (configuration not stated)
  -9, 3, 93, -0.3, -2, 1520, -0.1, -2, 6, 2, -3
> Cc1cc(OCC(=O)O/N=C(\N)Cc2cccs2)ccc1Br
  /, -2, 105, /, 19, 1700, 0.9, -1, 5, 3, -7
> O=C(CCN1C(=O)COc2ccccc21)NCCN1CCOCC1
  -9, 3, 101, /, 11, 1387, 1.6, -7, 2, 0, -7
> O=C(Nc1ccccc1)C(=O)c1cn(CC(=O)N2CCCCC2)c2ccccc12
  0, -9, 100, 0.56, -6, 1460, 1.8, 2, -2, 1, -1
> Cc1ccc(N/C(N)=N/c2nc(C)cc(N3CCCCC3)n2)c(C)c1
  -8, 36*, 70, -0.78, 11, 1503, 0.0, -3, 41, -3, 2
> O=C(NCCc1c[nH]c2ccccc12)C(=O)NCC1OCCCN1S(=O)(=O)c1cccs1 (configuration not stated)
  -13, 11, 102, /, 8, 1541, -0.7, 4, 1, 7, 9
> Nc1ccc(C(=O)OCC(=O)Nc2cc([N+](=O)[O-])ccc2F)cc1
  -6, 7, 77, /, -9, 1518, 0.3, 4, 30, 9, 0
> COC(=O)c1cccc(NC(=O)C23CC4CC(C2)CC(n2cncn2)(C4)C3)c1
  /, 4, 107, -0.46, -4, 1609, 2.2, 0, -6, 0, 2
> COc1ccccc1-c1nc2s/c(=C\c3cccs3)c(=O)n2n1
  15, 0, 115, /, -7, 1529, 2.3, 5, -10, 10, -3
> O=C(COC(=O)Cn1cnc2ccccc2c1=O)Nc1ccc(Cl)cc1
  0, 0, 107, /, -18, 1610, 0.4, 0, -2, 0, 4
> COc1ccc(N(CC(=O)N/N=C/c2ccc(-c3ccc([N+](=O)[O-])cc3)o2)S(=O)(=O)c2ccc(C)cc2)cc1Cl
  /, 11, 93, -0.69, 71*, 1538, 4.2, 8, 8, 0, -2
> COc1ccc(N2CCN(C(c3ccco3)c3sc4nc(C)nn4c3O)CC2)cc1 (configuration not stated)
  -8, 7, 86, 0.0023, -7, 1567, 2.0, 4, 19, 11, 3

Some of the entries so far, tab-delimited.
Structure	S1P3 antagonist	STAT1 inh	STAT3 act	ROMK mod	TLR4-MyD88 BLA	SRC2 TRFRET art	RAM inhibit	PPARg SRC2 recr	STAT3 blocker	PPARg SRC1 recr	PPARg SRC-3 ag
CC(C)C(=O)Nc1c2c(nc3c1CCC3)CCCC2	-7	2	94	/	0	1676	-0.1	5	17	-1	1
Cc1ccccc1-c1ccc(=O)n(CC(=O)Nc2ccc(C(=O)N3CCCC3)cc2)n1	/	-1	108	/	-9	1584	1.1	8	-5	1	-8
CCOC(=O)c1cnn(-c2ccccc2)c1NC(=O)CCl	0	10	101	0.95	-5	1409	0.7	-2	2	-3	-4
COCCOC(=O)C1=C(C)NC(=O)NC1C1CC=CCC1 (configuration not stated)	-7	-3	103	-0.2	2	1526	0.0	5	1	6	-2
COc1ccccc1CNc1ccc(C(=O)O)cc1	/	6	104	/	-11	1704	-0.8	3	-2	3	-4
CC1CCC/C(=N\NC(=O)c2ccncc2)C1 (configuration not stated)	-9	3	93	-0.3	-2	1520	-0.1	-2	6	2	-3
Cc1cc(OCC(=O)O/N=C(\N)Cc2cccs2)ccc1Br	/	-2	105	/	19	1700	0.9	-1	5	3	-7
O=C(CCN1C(=O)COc2ccccc21)NCCN1CCOCC1	-9	3	101	/	11	1387	1.6	-7	2	0	-7
O=C(Nc1ccccc1)C(=O)c1cn(CC(=O)N2CCCCC2)c2ccccc12	0	-9	100	0.56	-6	1460	1.8	2	-2	1	-1
Cc1ccc(N/C(N)=N/c2nc(C)cc(N3CCCCC3)n2)c(C)c1	-8	36*	70	-0.78	11	1503	0.0	-3	41	-3	2

(continued)
Results follow in this order: S1P3 antagonist, STAT1 inh, STAT3 act, ROMK mod, TLR4-MyD88 BLA, SRC2 TRFRET art, RAM inhibit, PPARg SRC2 recr, STAT3 blocker, PPARg SRC1 recr, PPARg SRC-3 ag
> CC(C)NC(=O)C1(O)c2ccccc2NC(=O)N1c1ccc(Cl)c(Cl)c1 (configuration not stated)
  /, 15, 97, /, 9, 1591, 1.1, 10, 10, 12, -5
> COc1ccc(C2C(C(=O)Nc3cc(OC)c(OC)c(OC)c3)c3ccccc3C(=O)N2C)cc1 (configuration not stated)
  -24, -2, 95, 1.9, 3, 1254, 1.9, -4, 9, 1, 0
> CC(C)C[C@H](N)c1cn([C@@H](Cc2cc3ccccc3[nH]2)C(=O)N2CCNCC2)nn1
  -15, 1, /, /, -11, 1653, 1.9, 4, /, 8, 6
> COc1ccc(OC)c(NC(=O)Cn2c(CCC(=O)O)ccc2-c2ccc(C)cc2)c1
  -14, -3, 108, 0.078, 5, 1368, 4.2, 0, -3, 9, 3
> O=C1C=C(NC2CC2)C2(CCCCC2)O1
  16, 4, 95, 0.054, 0, 1641, 1.9, 4, 6, 1, 2
> CCN(CC)C(=O)CCCSc1nnc(Nc2ccccc2F)s1
  5, -19, 112, 0.66, 9, 1644, 1.0, 10, -12, 2, -1
> COc1cccc(N(CC(=O)Nc2ccccc2C)S(C)(=O)=O)c1
  -27, -2, 104, 0.26, -4, 1368, 2.2, 1, -4, 2, 1
> CCOC(=O)N1CCN(Cc2cc(=O)oc3ccc4ccccc4c23)CC1
  3, -2, 93, /, 12, 1535, 2.4, -3, 13, -8, 4
> Cc1nnc(NC(=O)CSc2nnc(-c3ccco3)o2)s1
  -17, 2, 104, -1, 5, 1566, 1.1, -4, 3, -8, 1
> CCN(CC)C(=O)CSc1ccc(C(F)(F)F)cc1[N+](=O)[O-]
  5, 3, 100, -0.86, 2, 1431, -0.1, 7, 2, 5, 1
> O=C(Nc1nonc1NC(=O)C1CCCCC1)C1CCCCC1
  -2, 3, 108, /, 7, 1470, 2.1, -3, -5, -2, -5
> Cc1ccc(NC(=O)CSc2nc3c([nH]c4ccccc43)c(=O)n2C)cc1
  -27, 16, 112, 0.5, -24, 1557, 4.0, 9, -5, 0, 5
> CC/C(C)=N/Nc1nc2c(c(=O)[nH]c(=O)n2C)n1CCc1ccccc1
  -4, -3, 102, /, -3, 1308, 1.6, -4, 2, -9, 3
> CN(C)c1ccc(/C=N/Nc2ccc(-n3ccnc3)nn2)cc1
  /, -19, 99, 1.6, 3, 1584, 1.4, 2, 8, 10, 22
> CCN1CCN(c2ccc(NC(=O)COc3ccccc3Cl)cc2)CC1
  -11, -8, 88, /, -14, 1537, 0.5, 1, 16, -4, 2
> CC1CC(C)CN(S(=O)(=O)c2ccc(NC(=O)C3COc4ccccc4O3)cc2)C1 (configuration not stated)
  6, -1, 96, /, -6, 1641, 4.1, 4, 5, 0, 7
> COc1ccc(C2C3=C(OC(C)=O)c4ccccc4C3=Nc3c2c(=O)n(C)c(=O)n3C)cc1 (configuration not stated)
  22, 13, 92, -0.0058, 5, 1699, 3.1, 5, 15, 4, -1
> CSCCC(NC(=O)COc1ccccc1)C(=O)O (configuration not stated)
  -10, -1, 106, -0.63, -2, 1404, 2.2, -8, -5, -11, -1
> COc1ccc(C(C)NC(=O)C2C(=O)NC3(C)CC2c2ccccc2O3)cc1 (configuration not stated)
  -25, -5, 94, 0.075, 4, 1703, 1.6, -5, 9, 6, 6
> Cc1cc(OCCN2CCCCCC2)ccc1[N+](=O)[O-]
  1, 0, 98, /, 5, 1673, -0.9, 2, 1, 1, 1
> CSC(=NC#N)N1CCN(c2ccccc2)CC1
  /, 0, 90, 0.0022, 7, 1439, 0.3, 1, 19, 9, 8
> O=[N+]([O-])c1ccc(N2CCN(S(=O)(=O)c3ccccc3)CC2)cc1NCc1cccnc1
  /, 8, 104, /, 5, 1346, 0.7, -5, 5, 2, 1
> COc1ccc(-c2[nH]ncc2CNCCCSC)cc1F
  -17, -6, 105, -0.6, 3, 1433, 0.2, 1, -4, 2, 2
